MC4R barr agon: MC4R agonists recruiting beta-arrestin, primary screen, cell-based, luminescence, agonist arm of biased-ligand search; Melanocortin receptor 4 (Homo sapiens), P32245; U2OS MC4R beta-arrestin complementation; percent of melanotan II response, DMSO zero; activation, % at 8.9 µM; hit rate 0.98% among 360,000; AID 540308, 2011;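 active = activation above a per-plate cutoff, the mean activation of sample wells on that plate plus 3 SD, cut at about 8% in these data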
ABHD5-PLIN5 inh: ABHD5-PLIN5 interaction inhibitors, primary screen, cell lysate, split luciferase complementation, luminescence; Perilipin-5 (Homo sapiens) + 1-acylglycerol-3-phosphate O-acyltransferase ABHD5 (Homo …; Split G. princeps luciferase complementation, 4 h; inhibition, % at 4 µM; hit rate 0.78% among 360,000;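 active = inhibition above the mean inhibition across every tested compound plus 3 SD, cut at about 22% in these data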;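 note: 0% = DMSO only wells and the 100% control is not disclosed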
Target sequence (Q00G26 whole entry, looked up): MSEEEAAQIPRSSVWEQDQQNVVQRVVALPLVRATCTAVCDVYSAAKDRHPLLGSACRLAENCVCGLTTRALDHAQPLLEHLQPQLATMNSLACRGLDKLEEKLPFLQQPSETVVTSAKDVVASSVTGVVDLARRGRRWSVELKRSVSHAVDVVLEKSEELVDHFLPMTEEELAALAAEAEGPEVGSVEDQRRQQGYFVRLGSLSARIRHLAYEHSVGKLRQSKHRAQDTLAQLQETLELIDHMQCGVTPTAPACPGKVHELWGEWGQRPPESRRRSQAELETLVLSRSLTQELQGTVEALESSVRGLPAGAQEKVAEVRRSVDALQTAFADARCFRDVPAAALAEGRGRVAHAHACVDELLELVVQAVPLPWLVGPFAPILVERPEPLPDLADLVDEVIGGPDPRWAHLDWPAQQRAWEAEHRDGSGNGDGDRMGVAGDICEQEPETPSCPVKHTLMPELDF
Target sequence (Q8WTS1 whole entry, looked up): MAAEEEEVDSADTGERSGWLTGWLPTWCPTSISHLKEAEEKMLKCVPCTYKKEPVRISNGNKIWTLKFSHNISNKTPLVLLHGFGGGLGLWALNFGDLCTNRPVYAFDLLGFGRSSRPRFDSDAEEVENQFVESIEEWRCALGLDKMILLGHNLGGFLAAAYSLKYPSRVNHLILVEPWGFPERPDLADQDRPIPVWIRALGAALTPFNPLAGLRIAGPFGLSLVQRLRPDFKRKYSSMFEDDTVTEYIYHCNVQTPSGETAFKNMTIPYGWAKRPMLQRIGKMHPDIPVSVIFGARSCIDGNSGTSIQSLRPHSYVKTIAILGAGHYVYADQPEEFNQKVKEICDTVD
TLR9-MyD88 block: inhibitors of TLR9-MyD88 association in cells, primary screen, cell-based, CHO, BLA complementation, fluorescence; CCF4 FRET ratio; AID 504734, 2011; hit rate 0.21% among 340,000; inhibition, % at 4.98 µM;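 active = inhibition above the mean over all tested compounds plus 3 SD, cut at about 21% in these data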;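 note: 0% = DMSO only wells and 100% = clavulanate BLA inhibitor control wells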
MC4R antag cAMP: MC4R antagonists of cAMP signaling, primary screen, cell-based, TR-FRET, antagonist arm of biased-ligand search; Melanocortin receptor 4 (Homo sapiens), P32245; MC4R-expressing cells, MTII-stimulated cAMP, LANCE TR-FRET; inhibition, % at 6.5 µM; hit rate 0.48% among 360,000;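 active = inhibition above its plate's cutoff, the mean of tested wells on that plate plus 3 SD, cut at about 29% in these data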;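 note: 0% = Melanotan II alone and 100% = Melanotan II plus saturating MCL0020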
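Material: U2OS-MC4R stable cell line | Reagent: Melanotan II challenge after compound preincubation | Doses: One concentration, 6.5 µM nominal | Incubation: 30-min compound preincubation, 1-h Melanotan II challenge, 1-h detection, room temperature | Signal: TR-FRET cAMP assay | Replicates: One well per compound, no replicates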
Vif inh: HIV Vif self-association inhibitors, primary screen, imaging, HEK293T, single point; HEK293T cells, Vif self-association by quenched fluorescence, 24 h; inhibition, % at 7.49 µM; hit rate 0.35% among 340,000; AID 602346, 2012; in the data active = inhibition above about 50%, passing the limit was not always enough; note: some results filed as inactive read as strong as hits
aDG glyco act: activators of alpha-DG glycosylation, primary screen, uHTS, Pro5-aDG cells, AlphaScreen; alpha-DG glycosylation AlphaScreen (IIH6); 0% Pro5, 100% B10-LARGE cell signal; activation, % at 10 µM; hit rate 0.22% among 360,000; AID 624168, 2012;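 active = activation of at least 8% versus controls, or a plate z-score of at least 8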;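 note: Pro5 are CHO cells carrying HIG-tagged alpha-DG that lacks glycosylation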
N-glyco inh: increase of ERlucT glycosylation luciferase signal, primary screen, N-linked glycosylation inhibitor project, D54 ERlucT cells, luminescence, set 2; D54 ERlucT glycosylation luciferase reporter, 24 h; percent of 100 nM tunicamycin response; reporter increase, % at 12.5 µM; hit rate 0.23% among 360,000;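 active = mean luciferase reporter signal, scaled so untreated is 0 and the glycosylation-blocking control 100, at or above a set limit in every replicate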;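 note: luciferase carries N-glycosylation sites so blocking glycosylation raises the light; 0% = median of neutral control wells and 100% = median of 100 nM tunicamycin wells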
Exocytosis inh: LAMP-1 surface exposure blockers, TALL-104 cells – cell-based, flow cytometry, MLPCN library, primary screen. inhibition, % at 10 µM. AID 651702, 2012. hit rate 0.66% among 360,000. TALL-104 LAMP-1 surface exposure; cells stimulated with thapsigargin and PMA;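 active = inhibition above about 55%, limit read from the data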
ABCB6 inh 2: ABCB6 transporter inhibitors, primary screen, K562-ABCB6 cells, flow cytometry, MLPCN library; fluorescence ratio to DMSO, % at 10 µM; ATP-binding cassette sub-family B member 6 (Homo sapiens), Q9NP58; K562-ABCB6 porphyrin accumulation, 1 h; active compounds read low; hit rate 0.19% among 360,000;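 active = fluorescence ratio to DMSO below 75%, the collection mean minus 3 SD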;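 note: signal is porphyrin accumulated inside mitochondria; 100% equals median channel fluorescence of DMSO control wells; lower ratio means ABCB6 inhibition with less porphyrin fluorescence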
NOD2-RIPK2 inh: NOD2-RIPK2 binding disruptors in cells, primary screen, fluorescence, CHO cells, BLA complementation; Receptor-interacting serine/threonine-protein kinase 2 (Homo sapiens), O43353; CCF4 ratio; inhibition, % at 4.98 µM; hit rate 0.38% among 360,000; in the data active = inhibition above about 21%;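 note: 0% = vehicle only and 100% = reference blocker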
An asterisk follows results filed as active. Not all compounds are listed. The share of hits here may be higher or lower than overall.

Results for CCOC(=O)N1CCN(C(=O)CSCc2ccccc2C)CC1 ?
MC4R barr agon: -1.2; ABHD5-PLIN5 inh: -1; TLR9-MyD88 block: -1; MC4R antag cAMP: 8; aDG glyco act: 0.0; N-glyco inh: 0; Exocytosis inh: -4; ABCB6 inh 2: 96; NOD2-RIPK2 inh: -15

What do the screens show for `CCOC(=O)c1cc(C(C)=O)c(=O)[nH]c1C`?
MC4R barr agon: -0.5; ABHD5-PLIN5 inh: 2; TLR9-MyD88 block: 14; MC4R antag cAMP: -1; Vif inh: -17; aDG glyco act: -0.6; N-glyco inh: 0; Exocytosis inh: 8; ABCB6 inh 2: 106; NOD2-RIPK2 inh: -5

What do the screens show for `O=C(NCCCN1CCOCC1)c1cc(Cl)ccc1[N+](=O)[O-]`?
MC4R barr agon: -0.5; ABHD5-PLIN5 inh: -4; TLR9-MyD88 block: -7; MC4R antag cAMP: 3; Vif inh: 5; aDG glyco act: 0.2; N-glyco inh: 1; Exocytosis inh: -7; ABCB6 inh 2: 102; NOD2-RIPK2 inh: -4

How did C=CCN1C(=NC(=O)CCC(=O)O)SC2CS(=O)(=O)CC21 (configuration not stated) do in these assays?
MC4R barr agon: -1.4; ABHD5-PLIN5 inh: -6; TLR9-MyD88 block: -3; MC4R antag cAMP: -1; Vif inh: 1; aDG glyco act: 0.2; N-glyco inh: 0; Exocytosis inh: -1; ABCB6 inh 2: 101; NOD2-RIPK2 inh: 4

Results for O=c1c2c3nc4ccccc4nc3n(/N=C/c3ccco3)c2ncn1CCC1=CCCCC1 ?
MC4R barr agon: -0.3; ABHD5-PLIN5 inh: 2; TLR9-MyD88 block: -10; MC4R antag cAMP: 3; Vif inh: -3; aDG glyco act: -0.1; N-glyco inh: 0; Exocytosis inh: 2; ABCB6 inh 2: 97; NOD2-RIPK2 inh: -2

How did Cc1cc(NS(=O)(=O)c2ccc(NC(=O)c3cccc(OC(F)F)c3)cc2)nc(C)n1 do in these assays?
MC4R barr agon: 0.1; ABHD5-PLIN5 inh: -6; MC4R antag cAMP: 17; Vif inh: -8; aDG glyco act: -0.1; N-glyco inh: -1; Exocytosis inh: -2; ABCB6 inh 2: 100; NOD2-RIPK2 inh: 1

Results for N#CCN1CCN(CC(=O)Nc2ccc(OCc3ccccc3)cc2)CC1 ?
MC4R barr agon: -1.2; ABHD5-PLIN5 inh: 0; TLR9-MyD88 block: -4; MC4R antag cAMP: 8; Vif inh: 1; aDG glyco act: 1.5; N-glyco inh: -2; Exocytosis inh: 0; ABCB6 inh 2: 92; NOD2-RIPK2 inh: -6

Results for COc1ccc(CN2C(=O)C(CC(=O)NCc3ccco3)CC(C(=O)N(C(C)C)C(C)C)=C2C)cc1 (configuration not stated) ?
MC4R barr agon: 0.5; ABHD5-PLIN5 inh: -2; TLR9-MyD88 block: 0; MC4R antag cAMP: 3; Vif inh: -2; aDG glyco act: 0.1; N-glyco inh: 4; Exocytosis inh: 5; ABCB6 inh 2: 98; NOD2-RIPK2 inh: 3

What do the screens show for `O=S1(=O)CC(N2CCC(Cc3ccccc3)CC2)CN1CCc1ccccc1` (configuration not stated)?
ABHD5-PLIN5 inh: 6; aDG glyco act: 0.2; N-glyco inh: -1; Exocytosis inh: 2; ABCB6 inh 2: 94; NOD2-RIPK2 inh: -1

How did COc1ccc(CCc2nc3ccccc3n2C(CCc2ccccc2)c2nc3ccccc3[nH]2)cc1 (configuration not stated) do in these assays?
ABHD5-PLIN5 inh: -16; aDG glyco act: -0.2; Exocytosis inh: -2; NOD2-RIPK2 inh: 12

Results for Cc1ccc(C2=NN(C(=O)CN3CCN(C4CCS(=O)(=O)C4)CC3)C(c3ccco3)C2)cc1 (configuration not stated) ?
MC4R barr agon: -0.2; ABHD5-PLIN5 inh: 11; TLR9-MyD88 block: -4; MC4R antag cAMP: 4; Vif inh: 7; aDG glyco act: 0.3; N-glyco inh: 4; Exocytosis inh: -1; ABCB6 inh 2: 99; NOD2-RIPK2 inh: 2

What do the screens show for `CC(C)(C)c1cc(CN(CCO)CCO)cc(C(C)(C)C)c1O`?
MC4R barr agon: -1.3; ABHD5-PLIN5 inh: 0; TLR9-MyD88 block: 5; MC4R antag cAMP: 9; Vif inh: -1; aDG glyco act: 0.0; N-glyco inh: -4; Exocytosis inh: -3; ABCB6 inh 2: 104; NOD2-RIPK2 inh: -1

How did OCCC1CN(Cc2ccc(Oc3ncccn3)cc2)CCN1C1CCCC1 (configuration not stated) do in these assays?
MC4R barr agon: -2.6; ABHD5-PLIN5 inh: 6; TLR9-MyD88 block: 1; MC4R antag cAMP: -5; Vif inh: 0; aDG glyco act: -0.4; N-glyco inh: 0; Exocytosis inh: 2; ABCB6 inh 2: 96; NOD2-RIPK2 inh: -2

How did CCc1ccc(NC(=O)CCNC(=O)Cn2cnc3ccccc3c2=O)cc1 do in these assays?
MC4R barr agon: -1.5; ABHD5-PLIN5 inh: 3; TLR9-MyD88 block: -3; MC4R antag cAMP: 4; Vif inh: -8; aDG glyco act: 0.0; N-glyco inh: 1; Exocytosis inh: -13; ABCB6 inh 2: 173; NOD2-RIPK2 inh: -7

Results for COc1cc(CN2CCSCC2)cc(OC)c1OC ?
MC4R barr agon: 0.3; ABHD5-PLIN5 inh: 5; TLR9-MyD88 block: -2; MC4R antag cAMP: 19; Vif inh: 1; aDG glyco act: 0.1; N-glyco inh: -1; Exocytosis inh: -1; ABCB6 inh 2: 89; NOD2-RIPK2 inh: -3

Results for CC(C)(NC(=O)N1CCCC1)c1cccc(C(C)(C)NC(=O)N2CCCC2)c1 ?
MC4R barr agon: 1.8; ABHD5-PLIN5 inh: 5; TLR9-MyD88 block: -10; MC4R antag cAMP: -4; Vif inh: 0; aDG glyco act: 0.0; N-glyco inh: 1; Exocytosis inh: 2; ABCB6 inh 2: 94; NOD2-RIPK2 inh: -11

Results for CC(C)n1c(N2CCN(CC(=O)NCc3cccs3)CC2)nc2ccccc21 ?
MC4R barr agon: -2.4; ABHD5-PLIN5 inh: 2; TLR9-MyD88 block: 5; MC4R antag cAMP: 9; Vif inh: -7; aDG glyco act: -0.1; N-glyco inh: 3; Exocytosis inh: 0; ABCB6 inh 2: 96; NOD2-RIPK2 inh: -1

What do the screens show for `O=C(NCCS(=O)(=O)NCc1ccc(F)cc1)c1ccccc1`?
MC4R barr agon: -1.4; ABHD5-PLIN5 inh: 9; TLR9-MyD88 block: 3; MC4R antag cAMP: 0; Vif inh: -1; aDG glyco act: 0.3; N-glyco inh: 2; Exocytosis inh: 0; ABCB6 inh 2: 98; NOD2-RIPK2 inh: -11

Results for C=CCn1c(SCC(=O)N2CCCC2)nc2cc(C(=O)NCC3CCCO3)ccc2c1=O (configuration not stated) ?
MC4R barr agon: 0.2; ABHD5-PLIN5 inh: 3; TLR9-MyD88 block: -1; MC4R antag cAMP: -1; Vif inh: 5; aDG glyco act: 1.1; N-glyco inh: 0; Exocytosis inh: -2; ABCB6 inh 2: 96; NOD2-RIPK2 inh: -16

What do the screens show for `CC(C)NC(=O)N(C)C[C@@H]1Oc2cc(Br)ccc2S(=O)(=O)N([C@@H](C)CO)C[C@H]1C`?
MC4R barr agon: 0.3; ABHD5-PLIN5 inh: 2; TLR9-MyD88 block: -3; MC4R antag cAMP: 5; aDG glyco act: 0.1; N-glyco inh: 1; Exocytosis inh: -8; ABCB6 inh 2: 97; NOD2-RIPK2 inh: -9

How did Cc1ccccc1-c1cc(C(=O)NCc2ccc3c(c2)OCO3)n(CC2CC(c3cccnc3)=NO2)n1 (configuration not stated) do in these assays?
MC4R barr agon: 0.1; ABHD5-PLIN5 inh: 16; TLR9-MyD88 block: 6; MC4R antag cAMP: 1; Vif inh: 0; aDG glyco act: 0.2; N-glyco inh: 1; Exocytosis inh: 17; ABCB6 inh 2: 94; NOD2-RIPK2 inh: 8

How did c1cc2c(cc1CN1CCOCC1)OCO2 do in these assays?
MC4R barr agon: -1.1; ABHD5-PLIN5 inh: 5; TLR9-MyD88 block: -3; MC4R antag cAMP: 9; Vif inh: 6; aDG glyco act: -0.3; N-glyco inh: 2; Exocytosis inh: 0; ABCB6 inh 2: 109; NOD2-RIPK2 inh: 6

Results for O=C1CSC(c2ccc([N+](=O)[O-])cc2)N1CCN1CCCCC1 (configuration not stated) ?
MC4R barr agon: -2.3; ABHD5-PLIN5 inh: 2; TLR9-MyD88 block: 8; MC4R antag cAMP: -6; Vif inh: 13; aDG glyco act: -0.2; N-glyco inh: 1; Exocytosis inh: -1; ABCB6 inh 2: 99; NOD2-RIPK2 inh: -4

Molecules listed so far containing an NH in an aromatic ring, in the order listed:
What do the screens show for `CCOC(=O)c1cc(C(C)=O)c(=O)[nH]c1C`?
MC4R barr agon: -0.5; ABHD5-PLIN5 inh: 2; TLR9-MyD88 block: 14; MC4R antag cAMP: -1; Vif inh: -17; aDG glyco act: -0.6; N-glyco inh: 0; Exocytosis inh: 8; ABCB6 inh 2: 106; NOD2-RIPK2 inh: -5

How did COc1ccc(CCc2nc3ccccc3n2C(CCc2ccccc2)c2nc3ccccc3[nH]2)cc1 (configuration not stated) do in these assays?
ABHD5-PLIN5 inh: -16; aDG glyco act: -0.2; Exocytosis inh: -2; NOD2-RIPK2 inh: 12

Screening results: PubChem BioAssay, several laboratories
